# SIRT5 inh – blocks human SIRT5 desuccinylation of peptide; 330,000 tested, 1.1% active; AID 652115; inhibition, % at 15 µM; Q9NXA8; Purified SirT5, succinyl-peptide AMC, trypsin-coupled fluorescence; in the data active = inhibition above about 15%; inconclusive = no clear call, values can overlap the other calls
# Target sequence (Q9NXA8 whole entry, looked up): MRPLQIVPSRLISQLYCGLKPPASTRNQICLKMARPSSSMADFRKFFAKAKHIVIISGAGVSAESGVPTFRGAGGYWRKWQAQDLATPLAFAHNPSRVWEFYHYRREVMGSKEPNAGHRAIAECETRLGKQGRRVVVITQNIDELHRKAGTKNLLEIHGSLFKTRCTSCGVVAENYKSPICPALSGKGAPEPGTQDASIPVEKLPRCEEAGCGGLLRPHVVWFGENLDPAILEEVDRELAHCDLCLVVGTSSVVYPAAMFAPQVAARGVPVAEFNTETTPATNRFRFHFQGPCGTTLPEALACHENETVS
# ERp5 block – blocks human ERp5 reductase activity on insulin; Q15084; ERp5 insulin aggregation, absorbance 650 nm, 90 min; inhibition, % at 9.99 µM; 350,000 tested, 0.05% active; AID 651711;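 active = mean replicate inhibition above about 25%, with every replicate also reaching it, limit read from the data, passing the limit was not always enough; inconclusive = only one of those two criteria met; inactive = neither criterion met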
# Target sequence (Q15084 whole entry, looked up): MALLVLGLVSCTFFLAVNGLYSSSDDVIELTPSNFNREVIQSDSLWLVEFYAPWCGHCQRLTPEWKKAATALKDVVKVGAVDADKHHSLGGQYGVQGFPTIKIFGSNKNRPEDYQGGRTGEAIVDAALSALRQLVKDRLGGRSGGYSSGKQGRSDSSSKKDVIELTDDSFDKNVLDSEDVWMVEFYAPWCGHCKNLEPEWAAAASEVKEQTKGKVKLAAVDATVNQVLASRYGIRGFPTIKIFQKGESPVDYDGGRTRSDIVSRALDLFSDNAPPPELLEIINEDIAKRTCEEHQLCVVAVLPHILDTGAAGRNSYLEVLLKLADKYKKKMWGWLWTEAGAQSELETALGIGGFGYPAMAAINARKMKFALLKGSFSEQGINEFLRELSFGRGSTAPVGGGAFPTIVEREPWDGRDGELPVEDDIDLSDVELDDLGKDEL
# esBAF inh – SWI/SNF esBAF complex inhibition. mouse ES cells, Bmi1-luciferase knock-in reporter, 24 h; 100% = twice the neutral-well signal. reporter increase, % at 12.5 µM. 350,000 tested, 2% active; in the data active = activation above about 40%; inconclusive = no clear call, values can overlap the other calls;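 also: 0% = median of the plate's neutral control wells and 100% = double that signal; a rise in the Bmi1 reporter signal indicates esBAF inhibition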
# Statin myotox sup – suppressors of simvastatin-induced myotoxicity in C2C12 myotubes; rescue of ATP level, % at 7.49 µM; ATP luminescence, 48 h; scaled: DMSO 0, geranylgeraniol control 100; 330,000 tested, 0.78% active;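 active = mean ATP rescue above about 67%, or every replicate alone reaching that limit, limit read from the data, passing the limit was not always enough; inconclusive = no clear call, values can overlap the other calls; inactive = mean under the limit and some replicate under it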;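 also: myotubes were challenged with 10 µM simvastatin during compound exposure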
# Cneo AK release – Cryptococcus neoformans lysis via adenylate kinase release; AID 651654; lysis activity, % at 15 µM; C. neoformans lysis, adenylate kinase release luminescence, 4 h; normalised: neutral wells 0, clomiphene wells 100; 360,000 tested, 0.2% active;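 active = mean lysis activity across replicates of at least 80%, whatever share of replicates individually reach that level; inactive = mean lysis activity below 80%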
#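 Material – log-phase Cryptococcus neoformans yeast cells · Input – 5 × 10^6 yeast cells/mL · Medium – fresh YPD growth medium · Doses – single compound concentration per well · Timing – static 4 h at 37 °C with compound, 1 h detection · Detection – adenylate kinase release luminescence · Read-out – signal increase indicating cell lysis · Control set – Clomiphene as positive lysis control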
# ARNT TACC3 PPI – ARNT/TACC3 interaction disruption; Q9Y6A5; AlphaScreen His-ARNT PAS-B/GST-TACC3 binding, luminescence; TACC3 fragment carries E629A point mutation; inhibition, % at 9.99 µM; 390,000 tested, 0.66% active; AID 623870;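 active = mean inhibition of replicates at least 50% and at least half of replicates each reaching 50%; inconclusive = half or more replicates reach 50% but mean below 50%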;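 also: 0% = complete ARNT plus TACC3 wells and 100% = ARNT alone without TACC3; many hits fall short of the cut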
# miR122 inh – miR-122 inhibition in Huh7 cells | Huh7 miR-122 Renilla luciferase sensor, 48 h; neutral wells = 0, positive control = 100 | 340,000 tested, 0.3% active | activation (reporter increase), % at 12.5 µM;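 active = mean replicate activation score at least 90 and every replicate individually at or above 90; inconclusive = only one of the two criteria met; inactive = neither criterion met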;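 also: higher luciferase means less miR-122 activity so hits act as miR-122 inhibitors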
# Numbers without * were called inactive; u = inconclusive; x = not tested or not shown; & = joins results of further samples; [ ] = dose if it differs, or a comment.
SMILES,SIRT5 inh,ERp5 block,esBAF inh,Statin myotox sup,Cneo AK release,ARNT TACC3 PPI,miR122 inh
CCOC(=O)c1c(C)[nH]c(C(=O)CN2CCN(CC)CC2)c1C,1,4,4,-5,-4,-6,-1
CC1=Nc2ccccc2N=C(N)C1c1ccccc1 (stereo unspecified),-2,-6,35,-2,x,1,-6
O=C(NNc1cc(Cl)ccc1Cl)C1CCC1,4,-4,3,12,-1,2,0
CC(C)C#Cc1ccc([C@@H]2[C@@H](CO)N3CCCCN(C(=O)NC(C)C)C[C@@H]23)cc1,-9,-3,x,x,0,-9,-24[16.7 µM]
COc1ccc(CCNC(=O)CCN2C(=O)c3cccc4cccc(c34)C2=O)cc1OC,-5,0,x,x,x,-8,x
C[C@@H]1CN([C@H](C)CO)C(=O)c2c(c3ccccc3n2C)-c2ccccc2CO[C@H]1CN(C)C(=O)c1ccncc1,-4,-8,2,29,1,2,x
CCOCCCNC(=O)C1CCC(CNS(=O)(=O)c2ccc(F)cc2)CC1 (stereo unspecified),x,x,-11,56,2,-4,-5
C/C(=N\Oc1cccc(F)n1)c1ccc(Cl)cc1Cl,x,x,11,10,0,0,-2
CCOC(=O)c1cnc2ccc(C)cc2c1N(C)Cc1ccccc1,-2,-4,-1,-5,0,-14,6
C[C@H](CO)N1C[C@H](C)[C@H](CN(C)S(=O)(=O)c2cn(C)cn2)Oc2ncc(-c3ccccc3)cc2C1=O,-7,-3,5,12,1,-7,-6[16.7 µM]
OCc1ccc(-c2ccccc2)c(-c2ccccc2)c1,-1,24,4,6,-5,x,8
COc1ccc(NC(=O)N(C)C[C@H]2Oc3ncc(C4=CCCC4)cc3C(=O)N([C@@H](C)CO)C[C@H]2C)cc1,-2,12,7,x,-3,-12,-5[16.7 µM]
COc1cc(Cl)c(C)cc1NC(=S)NN,0,3,x,x,x,-17,x
CCN(CC)c1ccc2c(c1)oc(=O)c1c(Cl)cc(=O)oc12,x,x,-2,24,-6,0,-5
CC1(C(=O)NCc2ccccc2)Cc2c(-c3ccc4c(c3)OCO4)ccnc2O1 (stereo unspecified),-5,-6,-22,1,-13,x,21
CC(NCC1COc2ccccc2O1)C1COc2ccccc2O1 (stereo unspecified),-4,4,-8,20,0,-25,x
COCC(=O)N1[C@@H]2CN(C(=O)Nc3ccccc3F)c3ccccc3[C@@H]2[C@@H]1CO,12,10,7,3,-2,2,-12[16.7 µM]
O=C(CCNC(=O)N1CCn2c1nc1ccccc12)NCc1ccccc1,1,2,0,-13,0,4,x
NS(=O)(=O)c1ccc(CCNC(=O)C(=O)NCC2OCCN2S(=O)(=O)c2ccc(Cl)cc2)cc1 (stereo unspecified),-1,4,3,-4,-2,-6,-7
O=C1CCC/C=C\C[C@@H](CC(=O)N(CCO)Cc2ccccc2)C(=O)N2CCC[C@H]2CO1,-3,-5,-8,13,3,-2,-1
O=[N+]([O-])c1ccc2c(c1)C(O)n1nc(-c3ccccc3)nc1S2 (stereo unspecified),2,1,0,-9,27,-9,0
COc1ccc(NC(=O)Nc2ccc3c(c2)[C@@H]2C[C@H](CC(=O)NCc4ccc5c(c4)OCO5)O[C@H](CO)[C@@H]2O3)cc1,-1,8,3,2,0,-11,4[16.7 µM]
O=C(c1ccncc1)N1CCN(S(=O)(=O)c2cccc([N+](=O)[O-])c2)CC1,3,17,x,x,x,0,x
Cc1cccc(N2CCc3c2nc2ccc(Br)cc2c3N)c1,-2,-4,4,-35,8,0,8
CCCCn1c(N)c(N(CC(C)C)C(=O)c2cc(C)oc2C)c(=O)[nH]c1=O,-2,-17,x,x,-1,-2,x

# The list continues:
SMILES,SIRT5 inh,ERp5 block,esBAF inh,Statin myotox sup,Cneo AK release,ARNT TACC3 PPI,miR122 inh
CN(C)CC#Cc1ccc([C@@H]2[C@H](CO)N3CCCCN(CC4CCOCC4)C[C@@H]23)cc1,-6,1,-4,6,-3,-4,10[16.7 µM]
Cc1noc(C)c1S(=O)(=O)N(C)C[C@@H]1Oc2ccc(NC(=O)Nc3ccc4c(c3)OCO4)cc2C(=O)N([C@@H](C)CO)C[C@@H]1C,3,-4,6,-47,7,3,-1[16.7 µM]
COc1ccc(CCNc2cc(C)nc3c(-c4ccccc4)c(C)nn23)cc1OC,-1,0,-1,-4,0,5,-5
CCOC(=O)C1(CCOc2ccccc2)CCN(Cc2ccc(NC(C)=O)cc2)CC1,-2,-1,x,x,x,1,x
Cc1ccc(C)c(N2CCN(C(=O)CCc3nc(-c4ccc(Br)cc4)no3)CC2)c1,3,0,35,-3,4,-1,1
Cc1noc(C)c1NC(=O)Nc1ccc2c(c1)C(=O)N([C@H](C)CO)C[C@H](C)[C@@H](CN(C)S(=O)(=O)c1ccccc1)O2,x,4,-2&4,10,9,-1,-3[16.7 µM]
CCOC(=O)c1sc(C)c2c1NC1(CCCCC1)NC2=O,-2,u,-12,27,0,-6,-5
CC(C)NC(=O)Nc1ccc2c(c1)CC(=O)N([C@H](C)CO)C[C@@H](C)[C@H](CN(C)Cc1ccc(Cl)c(Cl)c1)O2,1,-5,8,18,3,2,-6[16.7 µM]
CN1CCN(C(=O)C[C@H]2CC[C@H]3[C@@H](COC[C@H](O)CN3C(=O)Nc3ccc(Cl)cc3)O2)CC1,-1,4,29,-24,-1,4,-3[16.7 µM]
C/C(=N/NC(=O)c1ccc(NC(=O)c2ccc(F)cc2)cc1)c1ccccc1,x,x,6,4,0,-107,-2
COc1ccc(NC(=O)c2cc(S(=O)(=O)N3CCOCC3)ccc2C)cc1S(=O)(=O)N1CCOCC1,-2,-1,2,-1,-1,-4,7
Cc1ccc(C(=O)CCNc2ccc(F)c(Cl)c2)o1,x,x,x,x,3,-8,-6
Cn1c(SCc2ccc(C#N)cc2)nnc1-c1ccncc1,0,2,-4,14,1,-4,-4
CC(C)n1cnnc1SCC(=O)Nc1ccc(Br)cc1F,-4,-2,x,x,x,-41,x
C[C@H]1CN([C@@H](C)CO)C(=O)c2cccc(NC(=O)Nc3ccccc3)c2O[C@H]1CN(C)C,2,4,-4,-63,49,-3,6[16.7 µM]
COc1cccc(N2CCN(c3ccc4nnc(CCC(=O)N5CCC(C)CC5)n4n3)CC2)c1,1,-5,2,0,0,2,1
N#CC1=C(N)N(c2ccccc2)C(c2ccccc2)C1(C#N)C#N (stereo unspecified),x,x,1,-2,x,-2,-3
CC=Cc1ccc2n(c1=O)C[C@H]1[C@H](CO)[C@@H](C(=O)NCCC)N(Cc3cccnc3)[C@@H]21 (mixture of isomers),7,1,-3,13,-3,-7,x
COc1ccc2c(-c3ccccc3)cc(SC(C)C(N)=O)nc2c1 (stereo unspecified),7,-4,-6,-3,26,-8,-5
COCC(=O)N1[C@H](C(=O)NCc2ccccc2F)[C@@H](CO)[C@@H]2Cn3c(cccc3=O)[C@@H]21,-4,3,2,33,2,5,-2[16.7 µM]
CCN(CC)c1ccc(/C=N/NC(=O)c2ccc([N+](=O)[O-])cc2)cc1,-4,5,x,x,x,7,x
O=C(C[C@@H]1CC[C@H]2[C@@H](COC[C@@H](O)CN2S(=O)(=O)c2ccccc2F)O1)NCc1ccccc1F,2,-2,3,-28,0,-6,-2[16.7 µM]
CCC(C)(C)NC(=O)C(Sc1ccccc1)c1ccccc1 (stereo unspecified),8,-6,x,x,x,-2,-3
COc1ccc(OC)c(/C=N/NC(=O)C(=O)NCc2cccnc2)c1,0,0,x,x,x,14,-3
Cc1cc(C(=O)Nc2nnc(C3CC3)s2)c(C)s1,-4,-3,62*,-6,0,x,x

# Next part; the last 2 above are carried over.
SMILES,SIRT5 inh,ERp5 block,esBAF inh,Statin myotox sup,Cneo AK release,ARNT TACC3 PPI,miR122 inh
COc1ccc(OC)c(/C=N/NC(=O)C(=O)NCc2cccnc2)c1,0,0,x,x,x,14,-3
Cc1cc(C(=O)Nc2nnc(C3CC3)s2)c(C)s1,-4,-3,62*,-6,0,x,x
COc1ccc(-c2ccc3n(c2=O)C[C@H]2[C@H](CO)[C@@H](C(=O)N(C)C)N(CC4CC4)[C@@H]32)cc1,0,4,1,7,11,-1,14[16.7 µM]
COc1ccc(S(=O)(=O)Nc2c(C)n(C)n(-c3ccccc3)c2=O)cc1,x,x,-1,20,4,37,-1
Cc1ccc(S(=O)(=O)Nc2ccc3c(c2)CC(=O)N([C@H](C)CO)C[C@@H](C)[C@@H](CN(C)Cc2ccncc2)O3)cc1,-3,3,2,-15,0,-6,-2[16.7 µM]
C=CCc1ccc(OCCN2CCc3ccccc3C2)c(OC)c1,-6,4,4,-1,-2,x,1
Cc1ccccc1N1CCN(CCCN2C(=O)CC(=C(c3ccccc3)c3ccccc3)C2=O)CC1,x,x,-2,0,-3,11,-5
NC(=O)C1CCN(CC(=O)Nc2ccc(S(=O)(=O)N3CCOCC3)cc2)CC1,-1,1,-3,2,1,x,x
CC(C)OC(=O)C(CC(=O)O)NCc1ccccc1 (stereo unspecified),x,x,-12,-9,1,-10,0
COc1ccc(/C=N/OCC(=O)Nc2nc3ccccc3s2)cc1OC,x,x,x,x,-1,-2,-1

# By substructure, the compounds so far containing an aryl methoxy group.
SMILES,SIRT5 inh,ERp5 block,esBAF inh,Statin myotox sup,Cneo AK release,ARNT TACC3 PPI,miR122 inh
COc1ccc(CCNC(=O)CCN2C(=O)c3cccc4cccc(c34)C2=O)cc1OC,-5,0,x,x,x,-8,x
COc1ccc(NC(=O)N(C)C[C@H]2Oc3ncc(C4=CCCC4)cc3C(=O)N([C@@H](C)CO)C[C@H]2C)cc1,-2,12,7,x,-3,-12,-5[16.7 µM]
COc1cc(Cl)c(C)cc1NC(=S)NN,0,3,x,x,x,-17,x
COc1ccc(NC(=O)Nc2ccc3c(c2)[C@@H]2C[C@H](CC(=O)NCc4ccc5c(c4)OCO5)O[C@H](CO)[C@@H]2O3)cc1,-1,8,3,2,0,-11,4[16.7 µM]
COc1ccc(CCNc2cc(C)nc3c(-c4ccccc4)c(C)nn23)cc1OC,-1,0,-1,-4,0,5,-5
COc1ccc(NC(=O)c2cc(S(=O)(=O)N3CCOCC3)ccc2C)cc1S(=O)(=O)N1CCOCC1,-2,-1,2,-1,-1,-4,7
COc1cccc(N2CCN(c3ccc4nnc(CCC(=O)N5CCC(C)CC5)n4n3)CC2)c1,1,-5,2,0,0,2,1
COc1ccc2c(-c3ccccc3)cc(SC(C)C(N)=O)nc2c1 (stereo unspecified),7,-4,-6,-3,26,-8,-5
COc1ccc(OC)c(/C=N/NC(=O)C(=O)NCc2cccnc2)c1,0,0,x,x,x,14,-3
COc1ccc(-c2ccc3n(c2=O)C[C@H]2[C@H](CO)[C@@H](C(=O)N(C)C)N(CC4CC4)[C@@H]32)cc1,0,4,1,7,11,-1,14[16.7 µM]
COc1ccc(S(=O)(=O)Nc2c(C)n(C)n(-c3ccccc3)c2=O)cc1,x,x,-1,20,4,37,-1
C=CCc1ccc(OCCN2CCc3ccccc3C2)c(OC)c1,-6,4,4,-1,-2,x,1
COc1ccc(/C=N/OCC(=O)Nc2nc3ccccc3s2)cc1OC,x,x,x,x,-1,-2,-1
